# Source: PubChem BioAssay
# G6PDH CS: inhibits Leuconostoc G6PDH, flagging false hits in G6PDH-based assays; Purified L. mesenteroides G6PDH, diaphorase/resazurin coupled fluorescence, 45 min; AID 1020; 200,000 compounds, 0.12% hits; inhibition, % at 5 µM; in the data active = inhibition above about 50%
# STAT3 blocker: inhibitors of IL-6 induced STAT3 signaling; 190,000 compounds, 0.89% hits; inhibition, % at 5.5 µM; AID 862; U3A cells, IL-6 STAT3-luciferase reporter, luminescence; host cell line lacks STAT1;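 active = inhibition above the mean inhibition across all screened compounds plus 3 SD, cut at about 44% in these data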;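 also: 0% = DMSO only wells and 100% = 100 µM nifuroxazide control wells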
# APP transl inh: APP translation inhibition. 190,000 compounds, 0.82% hits. SH-SY5Y APP 5'UTR-luciferase reporter, luminescence. inhibition, % at 2 µM. AID 1285;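 active = inhibition above a set limit, derived from the sample mean plus 3 SD, cut at about 45% in these data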; also: values of inactives mirror those of a sister screen read the other way
# STAT1 activator: activators of IFN-gamma induced STAT1 signaling. NIH 3T3 STAT1-luciferase reporter, luminescence; 100% = IFN-gamma alone, no compound. activation (% of control), % at 5.5 µM. 200,000 compounds, 2.6% hits. AID 932;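 active = activation above the screen-wide mean activation plus 3 SD, cut at about 130% in these data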;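 also: raw ratio to IFN-gamma control signal so 100% means no change and 0% no light; values of inactives mirror those of a sister screen read the other way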
# STAT3 activator: increases IL-6 driven STAT3 reporter signal; U3A cells, IL-6 STAT3-luciferase reporter, luminescence; 100% = signal with IL-6 EC80 alone; 190,000 compounds, 0.91% hits; AID 871; activation (% of control), % at 5.6 µM;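 active = activation above the screen-wide mean of compound activation plus 3 SD, cut at about 130% in these data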;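 also: 0% = background luminescence of wells with medium and substrate only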
#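 Test system: human U3A cells carrying STAT3-luciferase construct; control set: IL-6-only wells as 100% reference; timing: compound pre-incubation 1 h before IL-6, then 6 h stimulation at 37 °C; also added: IL-6 stimulus at 33 ng/mL final; evaluation: % activation versus median of IL-6-stimulated wells; detection: reporter luminescence signal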
# STAT1 blocker: inhibitors of IFN-gamma induced STAT1 signaling; NIH 3T3 STAT1-luciferase reporter, luminescence; inhibition, % at 5.5 µM; 200,000 compounds, 0.35% hits;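 active = inhibition above a set limit, the mean inhibition across all tested compounds plus 3 SD, cut at about 34% in these data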;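 also: 0% = IFN-gamma with DMSO and 100% = IFN-gamma with 300 µM nifuroxazide; values of inactives mirror those of a sister screen read the other way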
# Hsp70 activator: switches on Hsp70 transcription; HeLa Hsp70 promoter luciferase reporter, luminescence; scaled: vehicle 0, proteasome-inhibitor control 100%; activation, % at 10 µM; 200,000 compounds, 0.04% hits;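 active = activation above the mean across all tested compounds plus 3 SD, cutoff set per campaign, cut at about 5.5% in these data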;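 also: 100% = MG132 at 30 µM as the positive control and 0% = DMSO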
# Diaph inh CS: diaphorase inhibition or chemical oxidation counter-screen. AID 1217. inhibition, % at 20 µM. 190,000 compounds, 0.69% hits. diaphorase resazurin-to-resorufin fluorescence, NADH, 16 min; bacterial (C. kluyveri) enzyme, not human;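 active = primary screen inhibition at 20 µM above a set limit, cut at about 50% in these data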;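 also: plate controls were DMSO with full reaction for no effect and wells lacking NADH for full effect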
#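 Assay system: diaphorase enzyme from Clostridium kluyveri; Input: enzyme working solution with 0.14 U/mL diaphorase; Timing: 16 min at room temperature; Technique: resorufin fluorescence, excitation 544 nm, emission 590 nm; Benchmarks: positive control minus NADH, DMSO neutral control.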
# TLR4-MyD88 BLA: TLR4-MyD88 interaction inhibition in cells. O00206+Q99836. HeLa CL3-4 TLR4/MyD88 BLA complementation, FRET ratio. inhibition, % at 8.4 µM. 200,000 compounds, 0.18% hits. AID 861; in the data active = inhibition above about 25%;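 also: 0% = vehicle and 100% = reference inhibitor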
# Target sequence (O00206 whole entry, looked up): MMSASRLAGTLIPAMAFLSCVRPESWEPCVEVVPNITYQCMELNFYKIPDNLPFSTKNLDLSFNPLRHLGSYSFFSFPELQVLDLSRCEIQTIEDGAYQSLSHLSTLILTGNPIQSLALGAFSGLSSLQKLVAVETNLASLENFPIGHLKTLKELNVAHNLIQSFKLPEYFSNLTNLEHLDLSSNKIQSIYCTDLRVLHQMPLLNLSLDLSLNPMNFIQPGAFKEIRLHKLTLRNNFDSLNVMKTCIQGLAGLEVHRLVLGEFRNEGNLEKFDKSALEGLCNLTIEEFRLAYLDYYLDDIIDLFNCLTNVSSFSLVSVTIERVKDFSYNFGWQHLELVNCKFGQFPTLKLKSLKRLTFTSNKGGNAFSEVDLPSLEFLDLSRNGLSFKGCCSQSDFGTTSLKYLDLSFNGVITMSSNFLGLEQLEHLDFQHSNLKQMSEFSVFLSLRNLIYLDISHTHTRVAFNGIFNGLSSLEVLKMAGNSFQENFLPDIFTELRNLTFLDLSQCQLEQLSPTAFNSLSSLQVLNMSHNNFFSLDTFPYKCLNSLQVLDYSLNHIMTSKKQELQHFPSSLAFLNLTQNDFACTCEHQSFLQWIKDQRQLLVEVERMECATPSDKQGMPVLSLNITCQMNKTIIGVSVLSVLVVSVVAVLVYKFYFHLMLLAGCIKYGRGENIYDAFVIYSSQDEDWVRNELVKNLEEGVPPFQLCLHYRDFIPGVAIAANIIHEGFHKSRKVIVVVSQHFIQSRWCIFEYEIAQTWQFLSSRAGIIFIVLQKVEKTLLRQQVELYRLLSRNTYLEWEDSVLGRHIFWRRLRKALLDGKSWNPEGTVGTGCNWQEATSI
# Target sequence (Q99836 whole entry, looked up): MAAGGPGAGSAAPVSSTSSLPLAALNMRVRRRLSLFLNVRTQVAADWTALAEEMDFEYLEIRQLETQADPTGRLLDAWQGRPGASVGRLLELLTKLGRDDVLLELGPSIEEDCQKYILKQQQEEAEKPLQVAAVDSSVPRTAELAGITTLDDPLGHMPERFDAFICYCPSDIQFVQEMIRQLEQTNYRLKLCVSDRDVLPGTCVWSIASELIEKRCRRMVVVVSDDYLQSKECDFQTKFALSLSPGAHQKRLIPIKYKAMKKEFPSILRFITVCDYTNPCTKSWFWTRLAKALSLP
# Diaph act CS: counter-screen for diaphorase-based assays: diaphorase activators and chemical reducers. 190,000 compounds, 0.005% hits. activation factor at 20 µM. Diaphorase/resazurin coupled assay, resorufin fluorescence, 16 min; stronger effect = higher value; 1 = vehicle wells, 0 = NADH-free wells. AID 1229;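 active = diaphorase activity raised at least twofold by the compound at 20 µM; inactive = activation factor below 2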
#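 Material: purified diaphorase enzyme from Clostridium kluyveri / Medium: HEPES pH 7.4 buffer with MgCl2 and Tween 20 / Schedule: enzyme reaction of 16 min at room temperature / Measured by: resorufin fluorescence, excitation 544 nm, emission 590 nm / Evaluation: rise in resorufin formation, marking diaphorase activation or chemical reduction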
# Active calls of the source: *; . = no result given. This is a random part of the collection; any-hit rate near 6.1%.
SMILES,G6PDH CS,STAT3 blocker,APP transl inh,STAT1 activator,STAT3 activator,STAT1 blocker,Hsp70 activator,Diaph inh CS,TLR4-MyD88 BLA,Diaph act CS
CCc1ccc(NCc2nc3ccccc3c(=O)[nH]2)cc1,-20,-27,-111,125,124,-28,-0.2,10,-5,0.9
O=c1[nH]cnc2nc3n(c12)CCCCC3,-1,5,9,100,99,0,-0.1,10,-2,0.9
COc1ccc(CSc2nc(C)cc(=O)[nH]2)cc1Br,2,-7,-2,94,110,7,-0.3,-1,-2,1
CC(C)(C)c1ccc(C(=O)NCC(=O)OCC(=O)c2ccc3c(c2)-c2ccccc2C3)cc1,10,16,21,102,86,-2,-0.2,0,5,1
CC(C(=O)NC1C(=O)N2C(C(=O)O)=C(CSc3nnnn3C)CSC12)n1cc(Cl)cn1 (configuration not stated),0,6,-16,102,96,-3,-0.1,-5,-1,1
O=C(O)C1=C[C@@H](c2ccc3c(c2)OCO3)C[C@@H](OCc2ccc(CO)cc2)O1,20,.,0,98,.,3,-0.2,18,-1,0.8
O=C(Nc1ccc(Oc2ccccc2)cc1)c1ccco1,3,0,-163,132*,104,-34,-0.1,20,5,0.8
CCCc1nc(SCC(=O)Nc2cc(Cl)ccc2OC)c2c(=O)n(C)c(=O)n(C)c2n1,-28,5,-1,102,100,-2,0.4,16,-3,0.8
O=C(Nc1ccc(OCC(F)(F)C(F)F)cc1)c1ccncc1,7,25,4,89,82,10,0.2,13,9,0.9
CCOC(=O)c1sc2nc(CSc3nc4ccccc4n3CC)[nH]c(=O)c2c1C,3,6,8,104,100,-5,0.1,-8,0,1.1
CCCn1c(CCC(=O)O)ccc1-c1ccc(OC)cc1,4,2,-1,94,101,6,0.2,-4,8,1
Cn1c(C(=O)N2CCOCC2)cnc1Sc1ncc(C(F)(F)F)cc1Cl,-6,0,20,98,104,2,0.3,6,3,0.9

# 9 compounds out of the list, arranged by number of heavy atoms, falling.
SMILES,G6PDH CS,STAT3 blocker,APP transl inh,STAT1 activator,STAT3 activator,STAT1 blocker,Hsp70 activator,Diaph inh CS,TLR4-MyD88 BLA,Diaph act CS
CC(C)(C)c1ccc(C(=O)NCC(=O)OCC(=O)c2ccc3c(c2)-c2ccccc2C3)cc1,10,16,21,102,86,-2,-0.2,0,5,1
CC(C(=O)NC1C(=O)N2C(C(=O)O)=C(CSc3nnnn3C)CSC12)n1cc(Cl)cn1 (configuration not stated),0,6,-16,102,96,-3,-0.1,-5,-1,1
CCOC(=O)c1sc2nc(CSc3nc4ccccc4n3CC)[nH]c(=O)c2c1C,3,6,8,104,100,-5,0.1,-8,0,1.1
O=C(O)C1=C[C@@H](c2ccc3c(c2)OCO3)C[C@@H](OCc2ccc(CO)cc2)O1,20,.,0,98,.,3,-0.2,18,-1,0.8
Cn1c(C(=O)N2CCOCC2)cnc1Sc1ncc(C(F)(F)F)cc1Cl,-6,0,20,98,104,2,0.3,6,3,0.9
O=C(Nc1ccc(OCC(F)(F)C(F)F)cc1)c1ccncc1,7,25,4,89,82,10,0.2,13,9,0.9
CCc1ccc(NCc2nc3ccccc3c(=O)[nH]2)cc1,-20,-27,-111,125,124,-28,-0.2,10,-5,0.9
COc1ccc(CSc2nc(C)cc(=O)[nH]2)cc1Br,2,-7,-2,94,110,7,-0.3,-1,-2,1
O=c1[nH]cnc2nc3n(c12)CCCCC3,-1,5,9,100,99,0,-0.1,10,-2,0.9

# The list continues.
SMILES,G6PDH CS,STAT3 blocker,APP transl inh,STAT1 activator,STAT3 activator,STAT1 blocker,Hsp70 activator,Diaph inh CS,TLR4-MyD88 BLA,Diaph act CS
N#CCCn1c2ccccc2c2nc3ccccc3nc21,8,3,-6,111,99,-12,-0.2,8,-18,0.9
COc1ccc(S(=O)(=O)N(CC(=O)N2CCN(c3ccccc3OC)CC2)c2ccccc2)cc1,9,9,-56,100,98,-1,-0.3,26,1,0.7
N/C(=N\OC(=O)c1ccc2c(c1)OCO2)c1ccc(Br)cc1,3,10,-60,144*,95,-50,-0.2,1,0,1
CCOC(=O)N1CCC(NC(=O)Cn2nc(Cc3ccncc3)c3ccccc3c2=O)CC1,1,13,-5,105,96,-5,-0.2,3,15,1
CCCCSc1nc(C)cc(SCC(=O)N/N=C/c2cccc(OC)c2O)n1,-6,19,43,103,90,-3,-0.3,10,3,0.9
COC(=O)C1=C(C)NC(C)=C(C(=O)OC)C1c1ccc(N(C)C)cc1,6,15,17,89,95,12,-0.3,19,-6,0.8
CC(C)c1ccc(NC(=O)C(=O)C2C(=O)Nc3ccccc32)cc1 (configuration not stated),3,-4,-2,104,108,-6,-0.1,-14,-2,1.1
CCN(CC)C(=O)c1sc2nc(-c3ccccc3)ccc2c1N,5,-17,-133,146*,120,-46,0.0,-5,18,1.1
Cc1ccc(NCCNc2ccc(C)cc2)cc1,-2,14,4,105,90,-6,-0.4,24,1,0.8
N#Cc1cccc(NC(=O)COc2ccc(-n3ccnc3)cc2)c1,4,28,-1,109,82,-10,-0.3,-6,-4,1.1
Cc1ccc(S(=O)(=O)N2CCCCCC2)cc1[N+](=O)[O-],-4,1,-14,99,97,1,0.0,0,-18,1
COc1ccc2oc(C(=O)C3CC3)c(N)c2c1,2,5,-83,140*,103,-44,0.1,20,-1,0.8

# Arranged by SMILES length (ascending): some entries from above
SMILES,G6PDH CS,STAT3 blocker,APP transl inh,STAT1 activator,STAT3 activator,STAT1 blocker,Hsp70 activator,Diaph inh CS,TLR4-MyD88 BLA,Diaph act CS
COc1ccc2oc(C(=O)C3CC3)c(N)c2c1,2,5,-83,140*,103,-44,0.1,20,-1,0.8
CC(C)c1ccc(NC(=O)C(=O)C2C(=O)Nc3ccccc32)cc1 (configuration not stated),3,-4,-2,104,108,-6,-0.1,-14,-2,1.1
COc1ccc(S(=O)(=O)N(CC(=O)N2CCN(c3ccccc3OC)CC2)c2ccccc2)cc1,9,9,-56,100,98,-1,-0.3,26,1,0.7

# Later entries:
SMILES,G6PDH CS,STAT3 blocker,APP transl inh,STAT1 activator,STAT3 activator,STAT1 blocker,Hsp70 activator,Diaph inh CS,TLR4-MyD88 BLA,Diaph act CS
O=C(CSc1nnc(NC(=O)C2CC2)s1)NCc1cccs1,8,1,-4,104,104,-2,0.0,27,-15,0.7
CCN(CC)CCN(Cc1cc2cccc(C)c2[nH]c1=O)C(=S)Nc1ccccc1,12,-3,-4,91,104,9,-0.3,4,3,1
CN(C(=O)Nc1ccccc1)C1CCS(=O)(=O)C1 (configuration not stated),7,3,25,101,99,-1,-0.4,8,3,0.9
CC(C)Cc1nc2n[nH]c(N)c2c2c1COC(C)(C)C2,2,-20,-3,105,124,-6,-0.1,17,3,0.8
CCOc1ccc(C2C(C(=O)O)CCC(=O)N2C2CCCCC2)cc1 (configuration not stated),4,16,-3,92,90,8,-0.3,-7,8,1.1
O=C(Nc1ccccc1)Nc1nnc(Cc2ccc([N+](=O)[O-])cc2)s1,1,-1,-17,98,103,2,-0.1,-7,-6,1.1
COC(=O)c1sccc1NC(=O)CSc1ccc(Cl)cc1,0,18,-2,106,90,-7,-0.2,21,4,0.8
CCOc1ccc(CNC(=S)N/N=C/c2cccnc2)cc1,0,26,-8,106,78,-7,-0.1,11,-1,0.9
Clc1ccc(C2=Nn3c(nnc3-c3n[nH]c4c3CCC4)SC2)cc1Cl,-1,24,6,93,82,7,-0.2,17,0,0.8
Cc1ccc(S(=O)(=O)c2ccc(-n3nc(C)cc3N)cc2)cc1,3,17,-16,86,89,15,-0.3,8,8,0.9
Cc1ccc(S(=O)(=O)Nc2c(C)n(C)n(-c3ccccc3)c2=O)cc1C(=O)NCc1ccccn1,-3,-1,11,104,105,-5,-0.4,10,8,0.9
COc1ccc(NC(=O)Nc2ccc3nsnc3c2)cc1,5,9,-102,146*,102,-51,0.3,15,4,0.8
COc1ccc(NC(=S)NNC(=O)c2ccc(S(=O)(=O)N3CCOCC3)cc2)cc1,2,-4,-1,105,108,-7,0.0,11,-15,0.9
CCOC(=O)c1ccc(Nc2cc(C)nc3ncnn23)cc1,6,15,12,103,93,-4,-0.2,-5,-8,1
c1ccc(-c2nnc3sc(-c4ccncc4)nn23)cc1,-16,11,-26,104,94,-8,-0.1,22,10,0.8
CCOC(=O)CSC1=Nc2ccccc2C2=NC(CC(=O)NCc3ccc4c(c3)OCO4)C(=O)N12 (configuration not stated),4,-9,-2,100,108,1,0.1,26,6,0.7
O=C(NC(c1ccccc1)c1c(O)ccc2ccccc12)c1ccccc1Cl (configuration not stated),7,12,-22,106,99,-7,-0.4,23,-6,0.8
N=C1C(c2ccccc2)=C(O)CN1c1cccc(O)c1,7,5,-6,108,100,-11,-0.3,-12,-8,1.1
Brc1ccc(OCc2nnc(SCC3CCCCC3)o2)cc1,-12,-5,1,97,103,3,-0.1,16,4,0.8
O=C(c1ccccc1NS(=O)(=O)c1ccc(F)cc1)N1CCc2ccccc21,-4,12,11,109,90,-10,-0.1,22,-14,0.8
O=C(CSCc1ccccc1Br)N/N=C/c1ccc(OCC(=O)N2CCCCC2)cc1,-40,5,4,104,95,-4,-0.4,18,-3,0.8
Cc1c(Cl)cccc1NC(=S)NC1CCN(Cc2ccccc2)CC1,-5,16,-5,100,88,0,-0.3,13,3,0.9
O=C(COc1ccc(Br)cc1)Nc1ccccc1N1CCCC1,7,13,-6,102,92,-4,-0.1,-1,9,1
CCOC(=O)C1CCN(C(=O)Nc2ccc3oc(C)nc3c2)CC1,2,3,8,126,97,-28,-0.2,15,11,0.8
CCOC(=O)c1c(C)[nH]c(C)c1C(=O)CSc1nnc(N)s1,0,1,1,95,101,5,-0.2,-1,-12,1
CC(=O)Nc1cc2c(cc1NC(=O)Cn1nc(-c3ccccc3F)ccc1=O)OCCO2,6,6,2,98,95,2,-0.4,19,6,0.8
Cc1ccc2nc(Cl)c(CN(Cc3cccs3)C(=O)C3CC3)cc2c1,-25,-9,8,92,112,9,-0.2,22,-7,0.8
COCCNC(=O)CCn1c(=O)oc2ccccc21,2,6,-5,102,97,-3,-0.4,8,10,0.9
O=C(O)c1ccc(COc2ccc(Cl)cc2)o1,14,-3,-1,117,105,-17,0.3,4,7,1
O=C(NC1CCCC1)C(c1ccccn1)N(C(=O)c1csnn1)C1CC1 (configuration not stated),-1,0,-9,102,103,-3,0.0,16,-7,0.8
CN(C)c1ccc(NC(=O)COC(=O)c2cc(Cl)ccc2[N+](=O)[O-])cc1,4,7,-11,99,96,1,-0.1,22,-10,0.8
